Source: PubChem BioAssay (several laboratories)
M5 PAM – potentiates acetylcholine response at human M5 receptor. CHO-K1 hM5, Fluo-8 calcium, ACh EC20 PAM; 0% = ACh EC20, 100% = ACh EC100. activation, % at 3 µM. actives 0.3% (n = 360,000);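 active means activation above the run cutoff, the mean activation of all test compounds plus 3 SD, cut at about 18% in these data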
Target sequence (P08912 whole entry, looked up): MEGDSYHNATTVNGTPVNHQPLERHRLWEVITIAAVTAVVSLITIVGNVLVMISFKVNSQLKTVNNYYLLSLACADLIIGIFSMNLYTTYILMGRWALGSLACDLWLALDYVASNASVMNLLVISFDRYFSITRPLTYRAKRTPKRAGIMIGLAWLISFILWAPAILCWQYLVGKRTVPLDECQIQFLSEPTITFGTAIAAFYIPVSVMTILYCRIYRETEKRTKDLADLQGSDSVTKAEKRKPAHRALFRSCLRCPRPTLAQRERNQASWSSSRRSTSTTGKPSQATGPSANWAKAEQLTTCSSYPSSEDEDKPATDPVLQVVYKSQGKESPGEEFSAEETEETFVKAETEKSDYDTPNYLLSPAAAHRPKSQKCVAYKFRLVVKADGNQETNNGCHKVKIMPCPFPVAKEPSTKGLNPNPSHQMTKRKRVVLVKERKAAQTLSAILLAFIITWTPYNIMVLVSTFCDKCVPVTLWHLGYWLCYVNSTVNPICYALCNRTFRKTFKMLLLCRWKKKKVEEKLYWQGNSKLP
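System – CHO-K1 hM5 cells · Compound – 3 µM, single dose · Incubation – compound preincubation 140 s before EC20 acetylcholine addition · Technique – Fluo-8 calcium fluorescence · Measure – Max/basal fluorescence ratio as % of EC20–EC100 ACh window · Benchmarks – low control EC20 acetylcholine (0%), high control EC100 acetylcholine (100%) · Replication – singlicate, one well per test compound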
IDE cell inh – inhibits human insulin-degrading enzyme in HEK cells; inhibition, % at 5.59 µM; FAbetaB cleavage, fluorescence polarization; actives 0.41% (n = 320,000); AID 434962; P14735;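 active means percent inhibition above the average of all tested compounds plus 3 SD, set per screening campaign, cut at about 16% in these data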;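 further: IDE supplied by intact live HEK cells; FP after avidin binding of uncleaved biotin substrate so inhibition keeps polarization high; 0% = DMSO wells and 100% = 60 µM reference IDE inhibitor Ii1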
M4 ag – agonists of human muscarinic M4 receptor (CHRM4) | activation, % at 3 µM | CHO-K1 hM4/Gqi5, Fluo-8 calcium fluorescence; vehicle 0%, full acetylcholine response 100% | actives 0.14% (n = 360,000) | P08173;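 active means activation above the run mean over all test wells plus 3 SD, cut at about 32% in these data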;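 further: peak over basal fluorescence ratio per well then scaled between controls; 0% = DMSO wells and 100% = acetylcholine at EC100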
Target sequence (P08173 whole entry, looked up): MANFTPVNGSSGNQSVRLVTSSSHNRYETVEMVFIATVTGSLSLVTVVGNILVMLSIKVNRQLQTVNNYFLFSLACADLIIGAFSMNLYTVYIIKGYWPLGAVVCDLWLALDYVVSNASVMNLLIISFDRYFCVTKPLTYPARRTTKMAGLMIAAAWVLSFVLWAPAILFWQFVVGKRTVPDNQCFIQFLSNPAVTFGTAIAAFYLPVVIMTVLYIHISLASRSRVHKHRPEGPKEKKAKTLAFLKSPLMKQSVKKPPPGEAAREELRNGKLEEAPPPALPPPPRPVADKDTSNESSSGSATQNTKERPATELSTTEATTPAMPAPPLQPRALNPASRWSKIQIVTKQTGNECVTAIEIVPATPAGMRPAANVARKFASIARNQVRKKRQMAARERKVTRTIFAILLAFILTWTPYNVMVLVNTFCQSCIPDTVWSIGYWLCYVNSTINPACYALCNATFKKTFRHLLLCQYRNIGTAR
CRFBP-R2 agonist – agonists of human CRF-binding protein/CRF-R2 receptor complex; AID 588473; HEK293 CRF-R2/CRF-BP, calcium dye fluorescence (FLIPR); percent of saturating CRF peptide response; actives 0.46% (n = 350,000); activation, % at 13.2 µM;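 active means activation of at least 50%, plus an integration ratio under a set limit after plate pattern correction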;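 further: plate controls were neutral control wells without compound for no effect and CRF at EC100 for full effect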
CHRM4 PAM – positive allosteric modulators of human muscarinic M4 receptor; P08173; CHO-K1 hM4/Gqi5, Fluo-8 calcium fluorescence, ACh EC20; 0% = ACh EC20, 100% = maximal ACh; activation, % at 3 µM; actives 0.4% (n = 360,000);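 active means activation above its plate's cutoff, the mean activation of sample wells plus 3 SD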; further: some results filed as inactive read as strong as hits
M5 antag – blocks acetylcholine activation of human M5 receptor; P08912; CHO-hM5 cells, Fluo-8 calcium fluorescence, ACh EC80; inhibition, % at 3 µM; actives 0.59% (n = 360,000);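 active means inhibition above a per-plate cutoff, the mean of that plate's test compounds plus 3 SD, cut at about 27% in these data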;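 further: 0% = acetylcholine EC80 with DMSO and 100% = DMSO without agonist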
M4 antag – CHRM4 antagonism in calcium assay | actives 0.73% (n = 360,000) | inhibition, % at 3 µM | CHO-hM4 cells, ACh EC80, Fluo-8 calcium fluorescence;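 active means inhibition above its plate's cutoff, the mean inhibition of sample wells plus 3 SD, cut at about 27% in these data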;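 further: 0% = acetylcholine EC80 with DMSO and 100% = DMSO without agonist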
M5 ag – agonists of human muscarinic M5 receptor (CHRM5); CHO-K1 hM5 cells, Fluo-8 calcium fluorescence; 0% DMSO wells, 100% maximal acetylcholine response; AID 624037; P08912; actives 0.19% (n = 360,000); activation, % at 3 µM;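 active means activation above the run's mean over test compounds plus 3 SD, cut at about 23% in these data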;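 further: signal is peak over basal fluorescence ratio across the kinetic read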
CRFBP-R2 block – blocks CRF-induced signaling of the CRF-BP/CRF-R2 complex | inhibition, % at 11.8 µM | AID 588475 | actives 0.59% (n = 350,000) | HEK293 CRF-R2/CRF-BP, CRF-induced calcium fluorescence;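 active means inhibition of the ligand-induced calcium signal above about 50% at the single tested concentration, limit read from the data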
* hit, by the source's call; . = not tested or not shown.

M5 ag | M4 ag | M4 antag | CRFBP-R2 block | CHRM4 PAM | IDE cell inh | CRFBP-R2 agonist | M5 PAM | M5 antag | mol
-1 | 2 | 12 | -1 | 10 | 3 | 0.6 | -5 | 5 | CCCCC(=O)Nc1ccc(C(=O)Nc2ccc(S(=O)(=O)Nc3nccc(C)n3)cc2)cc1
7 | 19 | -4 | 4 | -9 | 5 | -1.4 | -15 | -5 | COc1cc(NC(=O)C2CC(c3ccccc3Cl)=NO2)cc(OC)c1OC (configuration not stated)
-3 | 1 | -12 | 2 | 23* | -1 | -2.1 | 40* | -14 | COc1ccc2c(C)cc(=O)[nH]c2c1
-2 | 2 | 4 | 2 | -3 | 1 | -0.7 | 4 | 6 | O=C(OCC(=O)N1CCCC1)c1ccc(Cl)c([N+](=O)[O-])c1
-5 | 1 | 9 | 4 | 9 | 2 | -2.8 | -2 | -6 | CCCCN(C(=O)c1cc(CC)c(C)s1)c1c(N)n(CC(C)C)c(=O)[nH]c1=O
1 | 0 | 1 | -11 | -4 | 1 | -1.9 | 2 | 4 | CC(C)(C)OC(=O)N1CCC[C@H]1C(=O)N/N=C/c1ccc2nccnc2c1
-4 | 11 | -19 | 59* | -3 | . | 0.2 | -13 | 1 | O=C(Nc1ccccn1)C1CCN(S(=O)(=O)c2ccc3ccccc3c2)CC1
-8 | 0 | -8 | 0 | -1 | 3 | -2.9 | 4 | 1 | Cc1ccnc(SCc2ccc([N+](=O)[O-])cc2)n1
-1 | 1 | 1 | -11 | -1 | 0 | 0.9 | 5 | 2 | COc1ccc(NS(=O)(=O)c2cc(NC(=O)C3CCCO3)ccc2N2CCCC2)cc1 (configuration not stated)
-4 | 1 | -2 | -3 | -2 | 0 | -1.4 | -3 | 6 | CN(C)N1C(N)=C(C#N)C(c2ccc3c(c2)OCO3)C2=C1CC(C)(C)CC2=O (configuration not stated)
-2 | 18 | 6 | 7 | -11 | -5 | 17 | -11 | 17 | COc1ccc(N(CC(=O)NCCSc2ccc(C)cc2)S(=O)(=O)c2ccccc2)c(OC)c1
0 | 0 | -3 | -3 | 3 | 5 | 1.2 | 4 | 2 | Cc1ccc(C(=O)/C=C/C(=O)O)cc1
-9 | 1 | -3 | 3 | 0 | . | 4.0 | -2 | 7 | CCN1CCN(c2ccc(NC(=O)c3ccc(Br)o3)cc2)CC1
0 | 13 | 2 | 3 | -4 | -2 | -1.7 | -6 | 14 | Cc1onc(-c2c(Cl)cccc2Cl)c1C(=O)Nc1nccs1
-7 | 1 | -1 | 6 | 0 | 4 | -2.9 | -3 | 5 | O=C(Cc1cccs1)Nc1ccc(F)cc1
0 | 0 | 2 | 1 | -5 | 7 | -0.4 | 2 | 6 | CCOc1ccc(-c2nnn(CCC#N)n2)cc1OC
-3 | 3 | -3 | -6 | 1 | 5 | 0.2 | 1 | 2 | COc1ccccc1CNC(=O)CNC(=O)c1sc2ccccc2c1Cl
1 | 1 | -3 | -9 | -5 | 4 | -0.1 | -4 | 4 | Cc1cccc(N2CCN(C(=O)C3COc4ccccc4O3)CC2)c1C (configuration not stated)
-1 | 2 | -1 | 60* | 4 | 0 | 0.7 | -2 | 5 | Cc1cccc(C)c1NC(=S)Nc1ccc(F)cc1
-6 | 1 | -5 | 10 | 2 | 8 | 0.4 | 3 | 8 | CC1(C)C2CCC(C2)C1(C)NC(=O)C[N+](C)(C)C (configuration not stated)
0 | 0 | 2 | 0 | 4 | 3 | 1.1 | 5 | 9 | O=C(N/N=C/c1ccc(O)c2ccccc12)c1cccnc1
4 | 10 | 7 | 4 | -4 | -3 | -0.1 | -14 | 6 | COc1ccc(S(=O)(=O)N2CCOCC2)cc1C(=O)N(C)CCOc1ccc(Cl)cc1
1 | -2 | 100* | 12 | -17 | . | -0.3 | -3 | 4 | CCOC(=O)CSc1nnc(-c2c[nH]c3ccccc23)o1
-8 | 2 | -31 | 9 | 11 | -1 | -1.0 | -9 | 0 | CCN(Cc1nc2cc(Cl)ccc2c(=O)[nH]1)C(=O)c1nn(C)c(=O)c2ccccc12
2 | 1 | -6 | 8 | -8 | 0 | 9.1 | 4 | 2 | C=CCN=C1S/C(=C\c2ccc(N(C)C)cc2)C(=O)N1CC=C
1 | 1 | -3 | -2 | 5 | -5 | -2.1 | 2 | 3 | Cc1ccc(S(=O)(=O)NC(Cc2ccc(Cl)cc2)C(=O)O)cc1 (configuration not stated)
7 | 6 | -7 | -3 | -4 | -1 | -0.1 | -11 | 7 | CCc1nc(SCC(=O)Nc2ccnc3ccccc23)n[nH]1
-19 | 0 | -5 | 8 | -6 | 6 | -1.0 | 7 | -3 | Cn1c(-c2ccc(F)cc2)cnc1NCc1ccccc1F
-1 | -2 | -5 | 4 | 2 | -9 | -0.1 | -5 | 10 | S=C1NC[C@H](CC2CCCCC2)N1CCc1cccc2ccccc12
64* | 84* | 44* | -159 | -22 | 134* | 213* | -20 | 45* | COc1cc(/C=C2\SC(=Nc3ccccc3)NC2=O)cc(Cl)c1O
72* | 11 | 2 | -68 | 3 | . | 38 | -13 | 34* | O=C1c2ccccc2C(=O)c2cc(N3CCCCC3)ccc21
-2 | 0 | 1 | 3 | 6 | 2 | -0.4 | 0 | 6 | CC1CCC(NC(=O)CSc2nncs2)CC1 (configuration not stated)
-4 | 0 | -11 | -1 | 5 | 0 | 4.7 | 8 | -7 | CCn1c(CC(=O)Nc2ccccc2)nnc1SCC(=O)NC1=NCCS1
-1 | 0 | 4 | 31 | -8 | 8 | 1.3 | -6 | 9 | C=CCNC(=O)COc1cc(C)ccc1C
-3 | 1 | 1 | -9 | 10 | -2 | 1.3 | 4 | 1 | CC(C)C(NS(=O)(=O)c1cccc2nsnc12)C(=O)N1CCc2ccccc2C1 (configuration not stated)
-1 | 2 | -3 | . | -1 | . | . | -5 | 9 | COC(=O)C[C@@H]1C=C[C@@H](NC(=O)Nc2cccc(F)c2)[C@@H](CO)O1
-3 | 0 | -1 | 14 | 8 | 6 | -2.3 | -2 | -9 | CCOC(=O)c1ccc(COc2nc3ccccc3nc2-c2ccccc2NC(C)=O)o1
2 | 13 | 32* | . | -9 | . | . | -14 | 30* | COc1ccccc1CNc1nc(NCc2ccccc2SC)c2sccc2n1
3 | 6 | -3 | . | -2 | . | . | 0 | 0 | NC(c1csc(Nc2ccc(C(=O)c3ccccc3)cc2)n1)c1ccccc1Cl (configuration not stated)
1 | 2 | -1 | -4 | 9 | 0 | 2.0 | 3 | -6 | CCOC(=O)COc1ccc(Br)cc1C1NC(=O)NC(C)=C1C(=O)NCc1ccccc1 (configuration not stated)
-2 | 0 | 3 | -10 | -3 | 1 | -0.6 | 0 | -5 | COc1ccc(S(=O)(=O)Nc2ccccc2)cc1OC
-6 | 6 | -1 | -15 | -2 | 0 | -0.8 | -11 | 10 | COc1cccc(-c2nc(-c3ccc4c(c3)NC(=O)CO4)cs2)c1
0 | 1 | -5 | -2 | 9 | -4 | 0.1 | 0 | 4 | CCN(C(=O)CN1CCC(C(=O)OC)CC1)c1c(N)n(Cc2ccccc2)c(=O)[nH]c1=O
0 | 2 | 7 | 4 | 0 | -2 | 0.5 | -3 | 2 | O=C(NCc1ccccc1Cl)C1CCN(S(=O)(=O)N2CCC3(CC2)OCCO3)CC1
2 | 2 | -8 | -9 | -3 | -3 | 1.3 | -7 | 2 | O=C(CN1C(=O)CCSc2ccccc21)Nc1ccc(F)cc1
0 | 10 | -2 | 3 | -1 | 2 | -1.9 | -6 | -2 | COc1ccc(OCc2cc(C(=O)N(C)C(C)c3ccon3)no2)c(Cl)c1 (configuration not stated)
-1 | 0 | 11 | 3 | -3 | 4 | 0.8 | -4 | 7 | COc1ccc(C(=O)NCS(=O)(=O)c2ccc(C)cc2)cc1
5 | 1 | 1 | -8 | 1 | 5 | -1.6 | 1 | 5 | O=S(=O)(Nc1cc(S(=O)(=O)N2CCOCC2)ccc1NCC1CCCO1)c1ccccc1 (configuration not stated)
-3 | 5 | -7 | -13 | -1 | 3 | -1.6 | -3 | -3 | Cc1ccccc1OCC(O)CN1CCN(c2ccc(Cl)cc2)CC1 (configuration not stated)
1 | 0 | -4 | . | 6 | . | . | -1 | 4 | CC1(C(=O)NS(=O)(=O)c2ccc(F)cc2F)CCN1C(=O)CC1CCCC1 (configuration not stated)
3 | 2 | 10 | -1 | 2 | . | -1.2 | 2 | -3 | CCCN1Cc2cccc(C(=O)Nc3ccc(S(=O)(=O)N4CCCCCC4)cc3)c2C1=O
-4 | 0 | -2 | -15 | 6 | 1 | 34 | 2 | -4 | CCCn1c(O)c(N=Nc2ccc3ccccc3n2)c2ccccc21
-1 | 1 | -15 | . | 11 | . | . | -7 | -2 | CCN1CCN(C(C(=O)NC2CCCCC2)c2ccnc3ccccc23)CC1 (configuration not stated)
1 | 3 | 0 | -74 | 14 | 8 | 49 | -1 | 11 | CCCCOc1[nH]c2nc(-c3ccco3)n(Cc3ccco3)c(=N)c2c1C#N
-4 | 0 | 0 | 16 | -5 | . | -2.2 | -3 | 7 | c1ccc(CNc2cccnc2)cc1
-3 | 0 | 0 | -12 | -1 | 0 | 0.8 | 3 | 4 | CCC(C)Sc1nc2c(cnn2-c2ccc(F)cc2)c(=O)[nH]1 (configuration not stated)
1 | 0 | 9 | -4 | -5 | 0 | 1.8 | 0 | 9 | CC(CCN1CCN(CCO)CC1)c1ccccc1 (configuration not stated)
0 | 3 | -2 | -9 | 0 | 4 | 4.6 | 5 | -3 | C(=N\Nc1ccccn1)/c1ccc2c(c1)OCCO2
2 | 1 | 9 | 12 | -7 | -6 | -2.4 | 2 | 4 | Cc1ccc(OCC(=O)NCc2ccco2)c([N+](=O)[O-])n1
-2 | 1 | 4 | 7 | -6 | -1 | 39 | -6 | 1 | Oc1c(CN2CCc3ccccc3C2)cc(Cl)c2cccnc12

An excerpt of these results, with values under each structure:
Every second line gives: M5 ag, M4 ag, M4 antag, CRFBP-R2 block, CHRM4 PAM, IDE cell inh, CRFBP-R2 agonist, M5 PAM, M5 antag
O=C(NCc1ccccc1Cl)C1CCN(S(=O)(=O)N2CCC3(CC2)OCCO3)CC1
  0, 2, 7, 4, 0, -2, 0.5, -3, 2
O=C(CN1C(=O)CCSc2ccccc21)Nc1ccc(F)cc1
  2, 2, -8, -9, -3, -3, 1.3, -7, 2
COc1ccc(OCc2cc(C(=O)N(C)C(C)c3ccon3)no2)c(Cl)c1 (configuration not stated)
  0, 10, -2, 3, -1, 2, -1.9, -6, -2
COc1ccc(C(=O)NCS(=O)(=O)c2ccc(C)cc2)cc1
  -1, 0, 11, 3, -3, 4, 0.8, -4, 7

Following part
M5 ag | M4 ag | M4 antag | CRFBP-R2 block | CHRM4 PAM | IDE cell inh | CRFBP-R2 agonist | M5 PAM | M5 antag | mol
-5 | 1 | -7 | 4 | 3 | -3 | 0.0 | 2 | -7 | O=C(COc1cccc([N+](=O)[O-])c1)N/N=C/c1ccco1
-1 | 1 | 5 | -10 | 3 | 9 | 0.3 | -1 | -2 | CC(=O)Nc1ccc(C(=O)OCC(=O)NC(=O)NC2CCCCC2)cc1
0 | 1 | -3 | 1 | 4 | -4 | -0.6 | -6 | 15 | CN(C(=O)Cc1c(C(=O)O)n(C)c2ccccc12)c1ccc(F)cc1
-2 | 1 | -4 | -20 | 0 | 9 | 1.9 | 0 | 6 | COc1ccc(C(=O)Nc2cccc([N+](=O)[O-])c2)cc1Br
